# UPR XBP1 act: activators of adaptive arm of unfolded protein response (XBP1); CHO-XBP1 luciferase reporter, IRE1-XBP1 UPR activation, luminescence; percent of tunicamycin response, DMSO as zero; activation, % at 20 µM; 0.33% of 330,000 active;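 active = versus positive control, 20 µM dose yields 30% or more activation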;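 also: 100% = tunicamycin at 10 µg/mL and 0% = DMSO only wells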
#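 incubation = overnight seeding at 37 °C, 6 h compound treatment at 37 °C | assay system = CHO-XBP1 cells stably carrying IRE1-XBP1-driven luciferase reporter | input = 1000 cells per well | detection = luciferase luminescence | dosing = single point, 20 µM final compound, 1% DMSO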
# 697 NFkB inh: inhibitors of the PMA/ionomycin-induced NF-kB reporter in 697 B cells. 697 B-cell NF-kB luciferase reporter, 16 h. 0.33% of 330,000 active. inhibition, % at 4 µM. AID 435022; in the data active = inhibition above about 35%
# Jurkat NFkB inh: inhibitors of the PMA/ionomycin-induced NF-kB reporter in Jurkat cells | PMA/ionomycin-induced NF-kB luciferase reporter, luminescence | inhibition, % at 4 µM | 0.53% of 330,000 active; in the data active = inhibition above about 50%
# CXCR6 block: CXCR6 (human) receptor inhibition; inhibition, % at 20 µM; CHO-K1 PathHunter CXCR6 beta-arrestin, luminescence; 0.36% of 360,000 active; AID 602244; O00574; in the data active = inhibition above about 34%, passing the limit was not always enough;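 also: antagonist mode with CXCL16 agonist at 10 nM final; 0% = 10 nM CXCL16 with DMSO and 100% = unstimulated wells without agonist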
# Target sequence (O00574 whole entry, looked up): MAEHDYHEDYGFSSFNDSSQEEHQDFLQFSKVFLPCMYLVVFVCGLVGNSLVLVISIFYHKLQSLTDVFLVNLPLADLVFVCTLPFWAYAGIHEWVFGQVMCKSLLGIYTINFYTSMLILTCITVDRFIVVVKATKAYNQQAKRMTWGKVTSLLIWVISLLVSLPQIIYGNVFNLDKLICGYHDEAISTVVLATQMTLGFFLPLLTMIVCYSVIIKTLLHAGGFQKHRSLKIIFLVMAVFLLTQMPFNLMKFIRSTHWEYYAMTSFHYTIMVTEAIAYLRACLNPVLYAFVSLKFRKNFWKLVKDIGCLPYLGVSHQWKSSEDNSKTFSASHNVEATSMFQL
# Mdm2 MdmX PPI: inhibitors of human Mdm2/MdmX interaction | O15151+Q00987 | SaOS-2 split-luciferase Mdm2/MdmX complementation, luminescence | inhibition, % at 8 µM | 3% of 330,000 active;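 active = inhibition of at least 50% at 8 µM in the primary screen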
# CCR6 antagonist: blocks CCL20-driven beta-arrestin recruitment at human CCR6 | CHO-K1 CCR6 PathHunter beta-arrestin, luminescence, CCL20-stimulated | 0.49% of 340,000 active | inhibition, % at 20 µM | P51684;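 active = compounds whose inhibition of the agonist-driven luminescence signal at 20 µM reaches about 50%, limit read from the data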;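 also: cells stimulated with CCL20 at 14 nM final; plate controls were DMSO with CCL20 for no effect and DMSO without agonist for full effect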
# Target sequence (P51684 whole entry, looked up): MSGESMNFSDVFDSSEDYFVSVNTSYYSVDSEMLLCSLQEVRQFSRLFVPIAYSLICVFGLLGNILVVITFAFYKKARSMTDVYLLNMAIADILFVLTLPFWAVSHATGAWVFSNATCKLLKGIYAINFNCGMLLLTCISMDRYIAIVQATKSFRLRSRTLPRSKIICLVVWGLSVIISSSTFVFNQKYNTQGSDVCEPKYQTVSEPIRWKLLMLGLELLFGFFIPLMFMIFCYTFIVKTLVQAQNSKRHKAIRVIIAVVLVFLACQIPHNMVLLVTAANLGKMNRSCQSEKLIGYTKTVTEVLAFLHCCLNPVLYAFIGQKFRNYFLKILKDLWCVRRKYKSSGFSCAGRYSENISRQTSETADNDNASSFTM
# EBI2 antag: antagonists of human EBI2 receptor | P32249 | EBI2 beta-arrestin recruitment, luminescence, 7a,25-OHC stimulated | inhibition, % at 5 µM | 0.81% of 360,000 active; in the data active = inhibition above about 38%;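 also: enzyme fragment complementation signal reports receptor beta-arrestin coupling in cells; 0% = agonist plus DMSO wells and 100% = wells without agonist; some results beyond the cut were filed as inactive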
# Target sequence (P32249 whole entry, looked up, the tested form may be a part): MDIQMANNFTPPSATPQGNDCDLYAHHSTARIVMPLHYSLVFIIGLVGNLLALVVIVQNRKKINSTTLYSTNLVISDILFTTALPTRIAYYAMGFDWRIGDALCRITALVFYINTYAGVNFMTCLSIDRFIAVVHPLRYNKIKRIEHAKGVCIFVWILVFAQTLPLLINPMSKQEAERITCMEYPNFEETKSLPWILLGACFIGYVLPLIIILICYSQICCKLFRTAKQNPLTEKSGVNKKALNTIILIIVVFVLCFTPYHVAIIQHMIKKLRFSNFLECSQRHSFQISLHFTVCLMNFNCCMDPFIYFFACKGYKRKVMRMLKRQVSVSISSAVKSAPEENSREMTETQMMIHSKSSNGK
# UPR CHOP act: activators of apoptotic arm of unfolded protein response (CHOP); CHO-CHOP luciferase reporter, UPR activation, luminescence; percent of tunicamycin response over DMSO baseline; activation, % at 10 µM; 0.34% of 330,000 active; AID 449763;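 active = at 10 µM dose, activation of 40% or more, normalized to positive control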;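 also: 100% = tunicamycin at 10 µg/mL and 0% = DMSO alone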
#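 Assay system: CHO cells with stable CHOP pathway luciferase reporter; Buffer or medium: F12 plus 10% serum; Times: 16-18 h cell attachment, then 6 h compound exposure, 37 °C; Signal: luciferase luminescence; Read-out basis: percent activation relative to tunicamycin control; Control set: tunicamycin high control, DMSO low control.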
# Gli-Sufu block: blocks Gli-Sufu signaling in a luciferase reporter; Sufu-KO-LIGHT fibroblasts, Gli luciferase reporter luminescence; inhibition, % at 5 µM; 0.74% of 340,000 active; AID 588413;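 active = inhibition above about 55%, limit read from the data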;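 also: 0% = DMSO-treated cells and 100% = wells with medium but no cells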
# Starred values were filed as active, the others as inactive; · = not tested or not shown.
SMILES,UPR XBP1 act,697 NFkB inh,Jurkat NFkB inh,CXCR6 block,Mdm2 MdmX PPI,CCR6 antagonist,EBI2 antag,UPR CHOP act,Gli-Sufu block
CC1=NNC(=O)C1CC(=O)N/N=C/c1ccncc1 (stereo unspecified),2.9,14.2,7.7,-4.4,3.8,-2.7,3.3,0.2,0.8
Cc1c(Cl)cccc1NC(=S)NCc1ccc(F)cc1,-4.5,12.8,8.9,-9.3,18.2,3.9,-4.8,1.9,5.6
COc1cccc2[nH]c(C(=O)NN)c(N)c12,0.2,15.6,0.3,-9.7,-6.1,4.2,-1.5,1.0,-3.0
O=C(N/N=C/C1CC2CCC1C2)c1ccc2c(c1)OCO2 (stereo unspecified),0.7,-24.5,-5.1,-5.4,-18.5,-1.1,-2.8,1.0,26.3
CC(NC(=O)CN1CCc2ccccc21)c1ccccc1 (stereo unspecified),-4.2,9.9,0.5,3.3,-2.3,4.8,3.7,-1.6,2.7
C(=N\c1c(-c2ccccc2)nc2n1CCS2)/c1ccccc1,0.6,2.5,3.2,5.9,6.1,20.9,-18.8,1.1,-1.1
CCN(CC)c1ccc(/C=N/N2CCN(Cc3ccc(Cl)cc3)CC2)c(O)c1,1.4,4.7,-8.8,9.7,13.9,16.0,20.7,-2.0,3.5
O=C(Nc1ccc(Cl)c(C(F)(F)F)c1)c1ccncc1,-2.9,21.8,-4.6,1.2,11.8,-3.4,4.4,-0.4,5.5
O=C(Nc1ccn(CCCNCc2ccccc2)c(=O)n1)OCc1ccccc1,·,·,·,17.0,·,10.7,0.4,·,-1.0
O=S(=O)(Nc1ccncc1Cl)c1cccc(Cl)c1Cl,0.1,8.7,-4.8,11.6,27.1,8.3,-26.8,-1.8,0.1
O=C(CNC(=O)c1ccccc1)OC(C(=O)c1ccccc1)c1ccccc1 (stereo unspecified),-0.2,-10.4,-5.3,4.6,0.4,-12.5,0.5,-1.9,-5.4
Cc1cc(NC(=O)CSc2nc(-c3ccccc3)c(C#N)c(=O)[nH]2)no1,1.1,1.0,-6.8,11.3,5.5,-0.1,-2.4,-0.8,2.2
COc1cc(/C=N/NC(=O)CCc2c(C)n[nH]c2C)cc(OC)c1OC,-0.6,7.4,0.4,-9.1,23.9,0.0,-5.3,0.0,5.6
O=C1C=C(c2ccc(OC(F)(F)F)cc2)C[C@@H](c2ccc(Cl)cc2)C1,-1.2,-0.5,12.0,-2.1,6.3,18.9,65.1*,-0.6,26.2
Oc1ccccc1/C=N/n1c(-c2cccs2)n[nH]c1=S,-1.4,5.8,-13.7,6.3,-17.0,-7.5,0.9,0.7,-3.7
CCOc1ccc(CCNC(=O)C2CCCN(S(C)(=O)=O)C2)cc1OCC (stereo unspecified),-1.0,14.5,6.6,1.9,-18.9,9.8,0.2,2.0,9.7
COc1ccc(N2C(=O)CN=C2Nc2cccc(C)c2C)cc1OC,-0.4,-30.8,-5.8,-1.0,-21.5,1.3,-0.9,1.5,-14.2
Cc1nnc(NC(=O)CSc2nnnn2Cc2ccccc2)s1,-0.7,-4.1,3.8,-5.6,35.2,-3.0,-16.9,1.0,3.9
COc1ccc2c(c1)C1NC(=S)NC(C)(O2)C1C(=O)Nc1ccc(Cl)cc1 (stereo unspecified),1.3,-31.1,2.4,1.8,18.2,24.6,0.5,0.1,4.7
C/C=C/Cn1c(SCc2ccc(C)cc2)nc2c1c(=O)[nH]c(=O)n2C,7.5,-19.6,3.3,-1.8,10.6,1.8,4.7,0.0,15.8

# Complete entries, looked up by structure. Order of values: UPR XBP1 act | 697 NFkB inh | Jurkat NFkB inh | CXCR6 block | Mdm2 MdmX PPI | CCR6 antagonist | EBI2 antag | UPR CHOP act | Gli-Sufu block
# Results for O=C1C=C(c2ccc(OC(F)(F)F)cc2)C[C@@H](c2ccc(Cl)cc2)C1 : -1.2 | -0.5 | 12.0 | -2.1 | 6.3 | 18.9 | 65.1* | -0.6 | 26.2
# Results for O=S(=O)(Nc1ccncc1Cl)c1cccc(Cl)c1Cl : 0.1 | 8.7 | -4.8 | 11.6 | 27.1 | 8.3 | -26.8 | -1.8 | 0.1

# Part of the list above, as tab-separated lines.
Compound	UPR XBP1 act	697 NFkB inh	Jurkat NFkB inh	CXCR6 block	Mdm2 MdmX PPI	CCR6 antagonist	EBI2 antag	UPR CHOP act	Gli-Sufu block
Oc1ccccc1/C=N/n1c(-c2cccs2)n[nH]c1=S	-1.4	5.8	-13.7	6.3	-17.0	-7.5	0.9	0.7	-3.7
CCOc1ccc(CCNC(=O)C2CCCN(S(C)(=O)=O)C2)cc1OCC (stereo unspecified)	-1.0	14.5	6.6	1.9	-18.9	9.8	0.2	2.0	9.7

# (list continues)
SMILES,UPR XBP1 act,697 NFkB inh,Jurkat NFkB inh,CXCR6 block,Mdm2 MdmX PPI,CCR6 antagonist,EBI2 antag,UPR CHOP act,Gli-Sufu block
Cc1ccc(S(=O)(=O)N(C)c2ccc(OCC(=O)N3CCCC(C(F)(F)F)C3)cc2)cc1 (stereo unspecified),-4.0,-2.1,9.2,8.7,15.2,9.4,-4.9,-0.2,7.5
Cc1ccc(COc2ccc(/C=N/NC(=O)CN3CCCCC3)cc2)cc1,-1.9,0.5,-72.0,0.2,-89.9,4.4,-5.4,3.3,-7.7
Cc1ccc(S(=O)Cc2ccc(C(=O)N3CCN(C(=O)c4ccco4)CC3)o2)cc1 (stereo unspecified),-5.0,12.2,1.6,-6.5,19.6,10.4,0.8,0.7,12.0
CCc1noc(C)c1C(=O)Nc1sc(C(=O)N(C)C)c(C)c1C#N,-3.1,9.6,-7.0,0.9,19.5,8.2,3.5,0.3,-3.4
CCCc1cc(=O)[nH]c(SCc2cc(=O)oc3cc(C)c(C(C)C)cc23)n1,-1.4,-21.1,-4.5,0.2,-20.9,25.8,-7.5,1.2,-6.6
C=C(C)COc1ccc(-c2nc(N)nc(C(F)(F)F)c2-c2ccc(OC)cc2)c(O)c1,-2.7,0.3,22.1,-2.7,35.3,6.3,10.2,0.4,-3.0
CCOC(=O)c1c(NC(=O)c2ccc(Cl)cc2)csc1C,1.3,-5.3,9.8,0.9,11.5,20.4,26.5,1.7,41.4
COc1ccccc1NC(=O)C1CCC(CNc2c(N3CCCCC3)c(=O)c2=O)CC1 (stereo unspecified),-0.8,14.7,5.3,-2.9,3.6,-1.1,-3.4,1.8,1.8
c1ccc([C@H]2CN3C(=N2)Sc2ccccc23)cc1,-5.0,-267.9,-136.9,-3.3,-170.7,7.3,7.5,3.0,-21.3
COCC(C)n1c(C)cc(C(=O)COc2ccc(C)nc2[N+](=O)[O-])c1C (stereo unspecified),-4.7,17.4,12.8,5.8,-6.7,5.2,-3.5,-5.9,6.8
CCC(C)(C)C1CCC2(CC1)NC(=O)N(CC(=O)NCCOc1ccccc1)C2=O (stereo unspecified),0.9,-15.0,-15.8,0.8,15.6,-7.5,7.0,0.8,-0.3
CCn1c(CSc2nnc(-c3ccoc3C)n2C)nc2cc(S(=O)(=O)N(C)C)ccc21,-0.2,-6.8,-6.8,0.8,15.3,1.4,0.8,-1.2,3.9
CCOC(CNC(=O)CN1C(=O)COc2ccc(S(=O)(=O)N3CCCC3)cc21)OCC,-0.6,-0.6,10.8,-1.6,27.2,7.5,-9.3,1.2,-1.1
O=C(CSc1nnc(CNc2ccc(F)cc2)o1)c1ccccc1,0.9,22.9,-6.1,-1.2,-10.8,0.4,7.7,-0.6,-14.8
CCn1cc(C(=O)O)c(=O)c2cnc(N3CCN(C(=S)NC(=O)c4ccc(OC)cc4)CC3)nc21,-2.9,29.4,-6.5,-5.4,-10.6,12.9,0.6,-0.6,7.3
O=C(/C=C/c1ccccc1Cl)NCCc1ccccc1,0.4,-50.8,-58.7,-6.4,-53.4,17.3,33.0,2.4,-45.1
CCOC(=O)C(=O)/C(C#N)=C/Nc1ccc(Cl)cc1,1.4,-0.8,-5.6,2.8,-10.6,-1.8,8.1,12.0,3.7
O=C(CSc1ccc(-c2ccccn2)nn1)NC1CCCC1,-0.9,5.8,1.1,-5.1,-18.7,11.6,-14.9,1.1,-4.0
O=C(CCC(=O)N1CCOCC1)Nc1nnc(C2CCCCC2)s1,1.3,-3.9,0.8,-9.8,8.2,-5.0,-14.9,-0.6,0.8
COc1ccc(N(CC(=O)NCc2cccs2)S(=O)(=O)c2ccc(F)cc2)cc1,0.2,4.1,-1.6,1.0,3.7,14.5,8.0,-0.5,2.9
CN(C)/C=N/c1cc(=O)[nH]c(=O)n1Cc1ccccc1,-0.5,3.5,9.6,-0.4,27.0,12.7,-7.5,1.3,2.6
COc1ccccc1-c1nnc(SCc2nc3ccccc3[nH]2)n1C,-2.0,-6.1,15.1,8.6,19.6,0.2,-0.2,-2.3,3.4
Cc1cc(C(=O)Nc2cccc(C)c2C)c2ccccc2n1,-3.1,6.6,6.0,5.2,1.8,7.4,-2.1,0.0,5.1
Cc1nc(N2CCOCC2)c2c(C)c(C(=O)Nc3ccccc3C(F)(F)F)sc2n1,2.4,-1.4,-1.4,-7.2,-13.6,13.5,-1.6,0.2,-4.9
CN(CCC#N)C(=O)CSc1nnc(-c2c[nH]c3ccccc23)o1,-0.1,-12.0,-18.3,-8.2,-15.0,-3.2,-22.7,0.6,-10.3
Cc1oc(-c2ccc(Cl)cc2)cc1C(=O)/C(C#N)=C/Nc1cccc(OC(F)(F)F)c1,-1.6,9.2,-14.8,6.0,-4.1,4.1,10.5,-1.1,20.6
Cc1ccc(C(=O)NC(C)c2ccc(-n3ccnc3)cc2)cc1 (stereo unspecified),-1.6,-3.4,-6.3,-3.2,-39.0,9.9,4.7,0.1,-9.4
Cn1cc(S(=O)(=O)Nc2ccc(Cl)cc2Cl)c(=O)n(C)c1=O,-1.4,17.1,-0.7,1.7,-6.9,10.9,1.9,-0.8,1.8
CC(C)(C)OC(=O)C(Cl)(C(=O)OC(C)(C)C)c1ccc2nnnn2n1,·,·,·,-4.3,·,-11.6,-43.6,·,26.3
COc1cccc(NC(=O)OCCN2CCN(Cc3ccccc3)CCC2=O)c1,2.9,12.0,20.2,-1.5,1.2,11.2,-3.3,-0.3,-0.7
CCN(c1ccccc1)S(=O)(=O)c1cc([N+](=O)[O-])ccc1N,0.8,15.6,-4.6,7.7,-20.1,10.3,6.4,-1.2,10.0
O=C(Nc1ccccc1-c1ccccc1)c1ccc(Br)o1,2.2,-34.7,-23.9,10.0,5.6,13.4,2.5,0.1,10.7
S=c1[nH]nc(-c2cccnc2)n1/N=C/C=C/c1ccccc1,0.4,-8.3,5.6,2.4,8.6,0.2,-7.4,-3.0,-10.2
COC(=O)c1ccc(Nc2c([N+](=O)[O-])c(=O)oc3ccccc23)cc1,-0.7,-15.1,-7.2,17.2,-4.8,20.6,13.2,0.6,24.0
Cc1ccc(C)c(C(=O)CCC(=O)NNC(=O)c2cccs2)c1,-2.5,5.5,-5.5,8.3,24.3,-2.8,-3.8,-0.3,-9.7
Cc1ccc(S(=O)(=O)N2CCCNCC2)cc1,-3.5,8.2,10.0,0.5,9.9,8.0,-4.8,-2.0,11.2
CC(Sc1nnc(CC(=O)Nc2ccccc2F)n1C)C(=O)Nc1nccs1 (stereo unspecified),0.4,1.3,-0.2,3.5,-8.3,5.5,-1.5,1.9,22.8
CCCCNc1ncnc2c1nnn2Cc1ccccc1Cl,-0.9,-35.2,-3.6,-2.5,-7.5,5.8,-12.9,1.1,-5.5
O=C(CSc1cc(Cl)ccc1Cl)NCC(=O)Nc1ccc(F)c(F)c1F,-1.4,-27.0,-3.0,5.4,9.9,7.4,-5.1,2.2,1.0
Cc1ccccc1N1CCN(C(=O)CN2C(=O)c3ccccc3C2=O)CC1,-0.4,-19.1,-10.7,3.7,5.4,13.4,-0.7,1.9,-13.7

# The order is random. Share with any hit: about 5%.
